Screening data deposited in PubChem BioAssay by several laboratories.
PG9 Ab binder – binders of HIV-1 gp120 antibody PG9, primary screen, biochemical, TR-FRET | HIV-1 gp120 / PG9 antibody interaction | TR-FRET gp120-PG9 antibody binding | inhibition, % at 6.7 µM | 360,000 compounds, 0.43% hits | AID 624416, 2012; in the data active = inhibition above about 8.5%
ssDAF12 agonist – S. stercoralis DAF-12 nuclear receptor activators, primary screen, cell-based, luminescence, HEK293, GRIP1 co-expression, lit1-tk-luc. 370,000 compounds, 1% hits. Nuclear hormone receptor DAF-12 (Strongyloides stercoralis). activation, % at 6.8 µM. AID 652126, 2013. HEK293 ssDAF-12/GRIP1 lit1-tk-luc reporter; % of 3 µM dafachronic acid response;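 active = activation above the mean over all tested compounds plus 3 SD, cut at about 0.9% in these data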;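 also: 0% = DMSO-only wells and 100% = 3 µM delta7-dafachronic acid wells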
GAA850 FXN act – FXN promoter activators, primary screen, cell-based, luciferase luminescence, HEK293 lucGAA850 | HEK293 lucGAA850 FXN promoter luciferase reporter, 24 h; percent of 10 µM SAHA response | activation, % at 6 µM | 360,000 compounds, 0.56% hits | AID 540364, 2011;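 active = activation above the average of all compounds screened plus 3 SD, cutoff fixed separately per campaign, cut at about 7.5% in these data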;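 also: 0% = DMSO wells and 100% = 10 µM SAHA wells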
DAX1 inh-1 – DAX1 (NR0B1) inhibitors on StAR promoter, primary screen, cell-based, luminescence, SF-1 (NR5A1), full-length DAX-1; HEK293T StAR-luciferase reporter, SF-1/DAX-1 repression relief; AID 652010, 2013; inhibition, % at 6.8 µM; 370,000 compounds, 1.1% hits;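 active = inhibition above the mean over all tested compounds plus 3 SD, cut at about 3.6% in these data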;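 also: 0% = DAX-1 cells with DMSO and 100% = cells lacking DAX-1 with DMSO; higher inhibition means more luminescence from relief of DAX-1 repression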
DAX1 inh-2 – DAX1 (NR0B1) inhibitors, primary screen, cell-based, HEK293, Gal4-DAX1, luciferase luminescence; Nuclear receptor subfamily 0 group B member 1 (Homo sapiens), P51843; HEK293 Gal4-DAX1 luciferase reporter; 340,000 compounds, 0.99% hits; AID 504766, 2011; inhibition, % at 6.75 µM;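 active = inhibition above the mean over all tested compounds plus 3 SD, cut at about 4.2% in these data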;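 also: 0% = DAX1-transfected cells with DMSO and 100% = empty-vector control cells with DMSO; inhibition shows as a rise in luminescence from relieved DAX1 repression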
Target sequence (P51843 207-470 limits assumed): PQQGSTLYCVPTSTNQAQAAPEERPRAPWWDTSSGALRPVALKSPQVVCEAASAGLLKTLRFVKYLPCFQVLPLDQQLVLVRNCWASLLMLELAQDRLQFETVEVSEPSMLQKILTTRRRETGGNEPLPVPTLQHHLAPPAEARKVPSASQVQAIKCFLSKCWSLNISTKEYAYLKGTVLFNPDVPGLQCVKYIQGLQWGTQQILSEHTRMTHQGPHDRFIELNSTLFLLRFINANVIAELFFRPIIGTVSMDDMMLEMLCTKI
ADAM17 inh – ADAM17 inhibitors, primary screen, biochemical, QFRET. 370,000 compounds, 0.83% hits. recombinant ADAM17, EDANS/DABCYL FRET peptide cleavage. AID 720648, 2013. inhibition, % at 6.95 µM. Disintegrin and metalloproteinase domain-containing protein 17 (Homo sapiens), P78536;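 active = inhibition above the mean of compounds lying between control limits plus 3 SD, set per campaign, cut at about 8.5% in these data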;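 also: 0% = DMSO-only wells as the low control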
ADAM10 inh – human ADAM10 inhibitors, primary screen, biochemical, QFRET, HTS. recombinant ADAM10, EDANS/DABCYL FRET peptide cleavage, 3 h. inhibition, % at 7 µM. 370,000 compounds, 0.62% hits;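 active = inhibition above a per-campaign cutoff equal to the mean of compounds falling between control-based bounds plus 3 SD, cut at about 20% in these data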;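 also: 0% = DMSO wells while the 100% control is not disclosed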
Target sequence (O14672 214-748 limits assumed): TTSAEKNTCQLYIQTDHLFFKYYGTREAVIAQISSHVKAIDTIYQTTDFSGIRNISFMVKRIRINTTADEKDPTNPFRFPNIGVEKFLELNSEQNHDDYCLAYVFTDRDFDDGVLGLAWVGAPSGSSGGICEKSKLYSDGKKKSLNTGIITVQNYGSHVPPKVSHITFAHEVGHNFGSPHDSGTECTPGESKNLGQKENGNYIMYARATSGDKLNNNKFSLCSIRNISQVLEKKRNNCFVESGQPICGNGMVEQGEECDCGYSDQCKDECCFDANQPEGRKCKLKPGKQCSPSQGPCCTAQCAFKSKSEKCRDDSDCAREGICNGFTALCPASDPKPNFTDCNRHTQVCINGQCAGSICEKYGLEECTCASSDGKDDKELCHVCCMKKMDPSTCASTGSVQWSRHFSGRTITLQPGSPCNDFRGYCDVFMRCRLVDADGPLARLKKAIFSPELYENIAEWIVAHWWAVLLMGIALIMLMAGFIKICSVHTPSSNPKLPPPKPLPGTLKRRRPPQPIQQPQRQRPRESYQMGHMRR
NPR1 activator – GC-A stimulated cGMP production enhancers – HEK293 GC-A cells, cGMP TR-FRET, EC30 ANP, primary screen | Atrial natriuretic peptide receptor 1 (Homo sapiens), P16066 | 0% at EC30 ANP, 100% saturating ANP | activation, % at 10 µM | 370,000 compounds, 0.14% hits; in the data active = activation above about 40%
hgDAF12 agonist – H. glycines DAF-12 receptor agonists, primary screen, cell-based, luminescence, HEK293, GAL4 fusion, UAS-luciferase | HEK293 GAL4-hgDAF12 UAS-luciferase reporter, agonist luminescence; normalized to butyrate control | 370,000 compounds, 1.8% hits | AID 687014, 2013 | activation, % at 6.8 µM | Nuclear hormone receptor DAF-12 (Heterodera glycines), GAL4 fusion;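 active = activation above a cutoff set at the mean of all screened compounds plus 3 SD, cut at about 10% in these data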;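 also: 0% = DMSO wells and 100% = sodium butyrate wells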
hcDAF-12 act – H. contortus DAF-12 nuclear receptor activators, primary screen, cell-based, luminescence, HEK293, lit1-tk-luc reporter. activation, % at 6.8 µM. HEK293 hcDAF-12 lit1-tk-luc reporter; 0% DMSO, 100% Δ7-dafachronic acid. 370,000 compounds, 1.4% hits;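 active = activation above the mean of all tested compounds plus 3 SD, cut at about 5.5% in these data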;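 also: 100% = response to 3 µM Δ7-dafachronic acid high control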
SMARCA2 act – SMARCA2 (BRM) function activators, primary screen, cell-based, luminescence, high throughput; MG213 cells, MMTV-luciferase reporter, dexamethasone, overnight; activation, % at 9.1 µM; AID 652017, 2013; 370,000 compounds, 1% hits; in the data active = activation above about 7.8%;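 also: 0% = vehicle wells and 100% = reference activator wells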
Active calls of the source: *; i = inactive; . = no result given.

SMILES | PG9 Ab binder | ssDAF12 agonist | GAA850 FXN act | DAX1 inh-1 | DAX1 inh-2 | ADAM17 inh | ADAM10 inh | NPR1 activator | hgDAF12 agonist | hcDAF-12 act | SMARCA2 act
C[C@@H](NCCCn1ccc(NC(=O)OCc2ccccc2)nc1=O)c1cccc2ccccc12 | 0.2 | -0.6 | -0.8 | 1.4 | -0.5 | -1 | 1 | -3 | -1.2 | -0.3 | 0
O=C(CC(c1ccc(F)cc1)c1ccco1)Nc1nccs1 (stereo not given) | -0.2 | 2.1* | -0.7 | -0.9 | -0.7 | 4 | 4 | -4 | -1.2 | -0.8 | -2
CC(C)(NC(=O)c1cc(Cl)c2ccccc2c1O)C(=O)O | 0.1 | -0.4 | 1.9 | -0.8 | 1.6 | -189 | i | 0 | 2.6 | 1.5 | -1
COc1ccc(C(=O)C(OP(=O)(OC)OC)c2ccccc2OC)cc1 (stereo not given) | 0.4 | -1.2 | . | -0.1 | . | -5 | -10 | -12 | -2.0 | -0.4 | -4
CCOC(=O)C1CCN(C(=O)Cc2ccc(OC)c(OC)c2)CC1 | 1.7 | -1.4 | -1.7 | 0.5 | 0.3 | 1 | -14 | 0 | -3.8 | -2.5 | -6
CCOC(=O)COc1c(C=O)cc(Br)cc1OC | -1.5 | -1.1 | -1.1 | 0.2 | 2.2 | -5 | 1 | -4 | -2.1 | -1.2 | -1
CCc1cc(-c2n[nH]c(=S)n2N)n(C)n1 | -0.5 | -0.6 | 0.0 | 0.0 | -0.2 | -6 | -11 | -3 | -0.2 | -0.4 | 0
CSc1ccc(C(=S)N2CCN(C)CC2)cc1 | 1.8 | -0.8 | 1.9 | -0.5 | 0.0 | 1 | 2 | 3 | -3.4 | -2.3 | -2
COCCn1c(-c2ccc(Cl)cc2)cnc1SCC(=O)NCCc1ccc(OC)c(OC)c1 | -1.8 | -1.8 | 3.1 | -0.7 | -1.1 | -4 | 1 | -8 | -4.6 | -3.5 | -2
Cc1cc(N=O)no1 | 0.0 | -1.1 | . | 1.9 | . | -2 | 0 | 3 | 6.1 | -1.7 | -1
Cc1cc(C)c[n+](C(C)C(=O)c2ccc(Cl)cc2)c1 (stereo not given) | -1.0 | -1.5 | -0.8 | -0.2 | -1.5 | -2 | -2 | 4 | -0.2 | -2.0 | 0
COc1ccc(S(=O)(=O)NCc2ccccc2Cl)cc1OC | -0.5 | -0.9 | 0.6 | -0.3 | 0.3 | 0 | 8 | 2 | -1.5 | -0.8 | -1
CC(C)C(=O)N1CCN(c2nc(-c3ccccc3)c3c(c2C#N)CCCC3)CC1 | 1.4 | -1.5 | 1.6 | -0.5 | 1.2 | -15 | -59 | 0 | -1.9 | -1.7 | -4
CCOC(=O)c1ccc(NC(=O)CN2C(=O)C(C)SC(C)C2=O)cc1 (stereo not given) | -2.5 | -0.5 | 1.1 | -0.3 | 1.5 | -2 | 2 | 4 | 0.6 | 0.1 | 0
Cc1ccc(C(=O)NC(=S)NNC(=O)c2ccccc2[N+](=O)[O-])cc1 | 0.3 | -0.6 | 2.2 | 0.3 | 0.1 | -2 | -1 | 4 | 6.5 | 2.4 | 1
COCCNC(=O)CCc1c(C)nc2c(c(C)nn2-c2ccc(C)cc2)c1C | 0.9 | -0.5 | -0.3 | -0.4 | -0.2 | -29 | -80 | 3 | -0.7 | -0.6 | -4
O=C1C2C3C=CC(CC3)C2C(=O)N1/N=C/c1c[nH]c2ccccc12 (stereo not given) | -2.5 | 0.0 | 1.9 | 0.9 | 0.4 | 1 | -4 | 0 | 5.7 | 1.9 | 7
CC1CCc2nc3ccc(S(=O)(=O)N4CCC(C(=O)O)CC4)cc3c(C(=O)O)c2C1 (stereo not given) | -1.3 | -1.3 | 0.4 | -0.3 | 0.8 | -7 | -16 | -1 | -1.1 | 0.4 | 2
COc1ccc(NC(=O)CC(C)NCCCN2CCCC2=O)cc1 (stereo not given) | -0.6 | -1.3 | -1.8 | -0.1 | 0.9 | -4 | -4 | 4 | 0.2 | 1.0 | -3
Cc1cccc(CN2C(=O)CSc3ccc(C(=O)NC4CC4)cc32)c1 | -0.9 | -1.5 | -3.2 | -1.1 | 0.6 | -2 | -3 | -1 | -3.7 | -3.4 | -4
CCOc1ccc(OCC(=O)OCn2c(SC)nnc(C)c2=O)cc1 | 1.3 | -1.1 | 3.3 | 0.0 | 0.4 | 0 | -1 | 8 | 0.1 | -0.9 | -2
Cc1cc(NS(=O)(=O)c2ccc(NC(=O)C(C)Oc3ccc(C(C)C)cc3)cc2)no1 (stereo not given) | -0.9 | -0.4 | 0.8 | 0.2 | 0.0 | -3 | -4 | 1 | 0.6 | 0.7 | 4
CC1CCC(C(C)C)C(OCC(O)CNC(C)C)C1 (stereo not given) | 0.5 | -1.8 | -2.0 | 0.1 | 3.9 | -2 | 0 | -3 | 1.8 | -1.5 | -4
CS(=O)(=O)/C(C#N)=C/c1cccn1S(=O)(=O)c1ccccc1 | 1.1 | -0.8 | 4.4 | -0.3 | 2.4 | -8 | -4 | 1 | 0.5 | -1.2 | 0
O=C(N/C(=C/c1ccc(F)cc1)C(=O)N1CCCC1)c1ccccc1 | -1.3 | -0.4 | 0.9 | 0.2 | -0.3 | -2 | 2 | 0 | 0.4 | 2.2 | 2
O=C(COc1cccc2ccccc12)N/N=C/c1ccc(Sc2nc3ccccc3s2)o1 | -1.6 | 0.4 | -2.9 | 0.6 | -0.2 | -3 | -6 | -1 | -0.5 | 4.3 | -3
O=C(/C=C\c1ccco1)Nc1ccc(N2CCN(C(=O)c3ccccc3)CC2)cc1 | -1.9 | -2.3 | -0.2 | -0.9 | -1.5 | -1 | -2 | -2 | 2.9 | -2.6 | -5
COc1ccc(Cl)cc1Nc1cc(C)nc2nc(C)nn12 | -0.4 | -0.8 | 0.1 | -0.1 | 0.5 | -3 | -15 | 2 | -2.3 | -2.2 | -1
Cc1cc(NC(=O)CSc2n[nH]c(-c3ccccc3Br)n2)no1 | -1.2 | -1.2 | -0.7 | -0.4 | 0.3 | -7 | -6 | -1 | -0.1 | -0.7 | -3
COc1ccccc1CCCNC(=O)C1CCC(=O)N(Cc2ccccc2F)C1 (stereo not given) | 0.3 | 0.0 | 5.1 | 0.2 | 1.3 | 0 | 0 | 5 | 7.7 | 2.3 | 2
CCN(CC)C(=O)c1cccc(-c2csc(C(O)c3ccc(F)c(OC)c3)n2)c1 (stereo not given) | 0.9 | -1.0 | -1.7 | -3.9 | . | -1 | -6 | 1 | -4.6 | -3.5 | -6
Cc1cc(/C=C2\Sc3ccccc3N2C)cc(C)[n+]1CC1CCCO1 (stereo not given) | -19 | -2.1 | -6.7 | -2.5 | . | -5 | -1 | -22 | -7.7 | -3.4 | -7
CCOc1ccc(C(=O)N2CCN(c3cnn(-c4ccccc4)c(=O)c3Cl)CC2)cc1 | -0.8 | -1.2 | 0.0 | -0.1 | 0.9 | 1 | 5 | -2 | -0.6 | -1.5 | 2
CS(=O)(=O)Oc1ccc(/C=C2\C(=N)N3N=C(CC(=O)N4CCOCC4)SC3=NC2=O)cc1Cl | -1.1 | -0.7 | 2.1 | 0.6 | 1.0 | -2 | -20 | 1 | 0.5 | -1.4 | -1
Cc1cccc(C)c1NC(=O)CNC(=O)C1CCCC1 | -0.7 | -1.3 | 0.6 | -1.1 | -0.1 | -2 | -5 | -2 | 2.3 | -2.2 | 3
CCOC(=O)C1=C(C)OC(N)=C(C#N)C1c1ccc(C)s1 (stereo not given) | -1.5 | -0.6 | -3.0 | -0.3 | 0.8 | -4 | -7 | -9 | 1.8 | 0.0 | 6
Cc1cccc(N2CCN(C(=O)C3CCN(S(=O)(=O)N4CCOCC4)CC3)CC2C)c1 (stereo not given) | -0.5 | -1.4 | 0.0 | 0.3 | -1.6 | -2 | -10 | -4 | -2.9 | -1.6 | -3
CN[C@H]1C[C@H]2c3cc(-c4ccccc4)ccc3CCN2C(=O)[C@H]1[C@H](C)O | -0.2 | -1.0 | -0.9 | 1.4 | 0.6 | -21 | -86 | 0 | 0.5 | 0.7 | -3
O=C(OCN1C(=O)c2ccccc2C1=O)c1cccc(S(=O)(=O)N2CCOCC2)c1 | 1.6 | -0.3 | 2.4 | -0.6 | 1.6 | 2 | 2 | 0 | 0.5 | -0.1 | 0
N#Cc1c(-c2cccc(Cl)c2)[nH]c(=S)[nH]c1=O | -0.3 | -1.8 | -0.7 | 0.6 | -0.4 | 8 | 11 | 3 | 1.9 | 2.1 | -3
O=C(NNC(=O)C1CCN(S(=O)(=O)c2ccc(Cl)cc2)CC1)c1ccc(S(=O)(=O)N2CCCCC2)cc1 | -2.2 | -2.0 | 1.9 | -0.7 | -1.6 | -3 | -9 | -1 | -0.6 | -1.1 | -3
CCC(c1nnnn1C1CCCC1)N1CCN(C/C=C/c2ccccc2)CC1 (stereo not given) | 1.5 | -1.4 | . | 0.1 | . | -2 | -4 | 3 | 0.1 | -1.8 | 1
COc1ccc(NC(=O)c2ccccc2SC)cc1 | -1.0 | -1.5 | -0.5 | 0.6 | 0.5 | 0 | 7 | -2 | 1.3 | -0.2 | 2
CCCn1c(N)c(N(CCOC)C(=O)Cc2ccc(S(=O)(=O)N3CCOCC3)s2)c(=O)[nH]c1=O | -0.5 | 0.2 | 0.4 | -0.6 | 0.3 | -11 | -24 | 2 | 0.6 | -0.7 | 0
COc1cccc(-c2cc(C(=O)NC3CC3)c3ccccc3n2)c1 | 0.3 | -0.9 | 0.5 | -2.7 | -0.1 | 2 | -4 | 0 | -1.4 | -0.8 | -2

Rewritten with each value named: part of the list above
CC(C)C(=O)N1CCN(c2nc(-c3ccccc3)c3c(c2C#N)CCCC3)CC1
  PG9 Ab binder: 1.4 | ssDAF12 agonist: -1.5 | GAA850 FXN act: 1.6 | DAX1 inh-1: -0.5 | DAX1 inh-2: 1.2 | ADAM17 inh: -15 | ADAM10 inh: -59 | NPR1 activator: 0 | hgDAF12 agonist: -1.9 | hcDAF-12 act: -1.7 | SMARCA2 act: -4

Cc1cc(C)c[n+](C(C)C(=O)c2ccc(Cl)cc2)c1 (stereo not given)
  PG9 Ab binder: -1.0 | ssDAF12 agonist: -1.5 | GAA850 FXN act: -0.8 | DAX1 inh-1: -0.2 | DAX1 inh-2: -1.5 | ADAM17 inh: -2 | ADAM10 inh: -2 | NPR1 activator: 4 | hgDAF12 agonist: -0.2 | hcDAF-12 act: -2.0 | SMARCA2 act: 0
